# TDP2 absorb: TDP2 (human) inhibition, absorbance primary screen | O95551 | recombinant TDP2, T5PNP hydrolysis, p-nitrophenol absorbance 415 nm | inhibition, % at 12.8 µM | 370,000 compounds, 0.34% hits;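 active = inhibition above the mean of all tested compounds plus 3 SD, set per campaign, cut at about 25% in these data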;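 also: 0% = DMSO with enzyme and 100% = buffer with substrate but no TDP2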
#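 Assay system: Recombinant human TDP2 | Quantity: 120 nM TDP2 per well | Incubation: 2 h at 37 °C | Signal: Epi absorbance | Evaluation: Percent inhibition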
# TCR CD3 inh: human TCR-CD3 binding inhibition | TAMRA-labeled TCR probe fluorescence, biochemical | 360,000 compounds, 0.37% hits | AID 651800 | inhibition, % at 9.4 µM; in the data active = inhibition above about 19%;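 also: recombinant mutant TCR 2C K166C tagged with TAMRA read by polarization; 0% = receptor in buffer alone and 100% = receptor with positive control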
# DDE Tn6 FP inh: disrupts Tn6 cyclic peptide binding to fibrin D-Dimer-E complex | P02675 | Fibrin DD(E) TRITC-Tn6 fluorescence polarization displacement | inhibition, % at 8.3 µM | AID 720509 | 370,000 compounds, 0.21% hits;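 active = inhibition above a per-campaign cutoff: mean of compounds within control limits plus 3 SD, cut at about 15% in these data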;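 also: 0% = median of all compound wells on the plate and 100% = blocking peptide control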
# Target sequence (P02675 whole entry, looked up): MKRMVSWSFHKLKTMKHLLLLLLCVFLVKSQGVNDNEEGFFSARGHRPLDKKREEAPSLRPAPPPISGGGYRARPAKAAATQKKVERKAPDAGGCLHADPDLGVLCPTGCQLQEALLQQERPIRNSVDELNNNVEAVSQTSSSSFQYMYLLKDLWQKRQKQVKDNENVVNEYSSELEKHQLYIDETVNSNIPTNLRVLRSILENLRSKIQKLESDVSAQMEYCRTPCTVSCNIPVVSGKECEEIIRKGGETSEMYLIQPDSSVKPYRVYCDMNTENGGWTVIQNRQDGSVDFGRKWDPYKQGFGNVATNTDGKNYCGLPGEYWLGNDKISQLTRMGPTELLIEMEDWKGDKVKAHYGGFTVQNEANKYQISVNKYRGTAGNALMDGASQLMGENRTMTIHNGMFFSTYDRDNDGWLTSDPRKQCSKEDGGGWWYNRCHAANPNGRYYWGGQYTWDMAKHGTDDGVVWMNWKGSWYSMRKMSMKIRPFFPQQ
# DDE Tn7 FP inh: DD(E)-Tn7 binding inhibition, primary FP screen | P02675 | FP displacement of FITC-Tn7 peptide from fibrin DD(E); 0% = median of compound wells per plate | inhibition, % at 8.3 µM | 370,000 compounds, 0.13% hits | AID 720508;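 active = inhibition above the mean of compounds falling within the control limits plus 3 SD of them, cut at about 14% in these data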;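 also: 0% = plate median of compound wells and 100% = 10 µM Aha-Tn7 peptide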
#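 Assay system: Human fibrin DD(E) protein | Medium: Tris buffer with calcium and detergent, pH 7.8 | Reagent: 0.1 µM fluorescent Tn7 | Compound dosing: Single point at 8.3 µM | Times: 10 min preincubation, 3 h with tracer, room temperature | Detection: Fluorescence polarization of the labelled Tn7 tracer | Controls: Aha-Tn7 high control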
# SIAE primary: inhibitors of human sialic acid acetylesterase SIAE; SIAE FP-Rh probe binding, fluorescence polarization; inhibition, % at 9.66 µM; 370,000 compounds, 0.69% hits; AID 1053197;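 active = inhibition above a cutoff: mean of compounds within the control limits plus 3 SD of those, cut at about 17% in these data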;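 also: 0% = plate median of compound wells and 100% = probe without SIAE protein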
# MBD2 inh: MBD2-methylated oligo binding inhibition; Q9UBB5; TR-FRET, MBD2 binding to methylated oligonucleotide; inhibition, % at 4.4 µM; 370,000 compounds, 0.31% hits; AID 686964; in the data active = inhibition above about 13%
# LEDGF integ inh: blocks HIV-1 LEDGF/p75-dependent DNA integration | TR-FRET IN-LEDGF/p75 DNA integration, Eu/Cy5 | inhibition, % at 3.7 µM | 370,000 compounds, 0.64% hits | AID 743269;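 active = inhibition above the screen-wide mean plus 3 SD, cut at about 13% in these data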;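 also: signal is the Cy5 over europium emission ratio at 671 and 618 nm; 0% = plate median of compound wells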
# UHRF1 MBD2 ctr: UHRF1 methyl-DNA binding inhibition; inhibition, % at 4.4 µM; UHRF1 binding to methylated oligo, TR-FRET; AID 687016; Q96T88; 370,000 compounds, 0.75% hits; in the data active = inhibition above about 21%;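 also: UHRF1 SRA domain binding a hemimethylated CpG hairpin DNA probe; 0% = median of test compound wells and 100% = reference inhibitor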
# PRMT1 inh: inhibitors of human PRMT1; recombinant PRMT1, activity-based probe fluorescence polarization; AID 652257; 370,000 compounds, 1.3% hits; inhibition, % at 2.79 µM;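 active = inhibition above about 21% made by adding two undisclosed values, limit read from the data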
# Target sequence (Q99873 whole entry, looked up): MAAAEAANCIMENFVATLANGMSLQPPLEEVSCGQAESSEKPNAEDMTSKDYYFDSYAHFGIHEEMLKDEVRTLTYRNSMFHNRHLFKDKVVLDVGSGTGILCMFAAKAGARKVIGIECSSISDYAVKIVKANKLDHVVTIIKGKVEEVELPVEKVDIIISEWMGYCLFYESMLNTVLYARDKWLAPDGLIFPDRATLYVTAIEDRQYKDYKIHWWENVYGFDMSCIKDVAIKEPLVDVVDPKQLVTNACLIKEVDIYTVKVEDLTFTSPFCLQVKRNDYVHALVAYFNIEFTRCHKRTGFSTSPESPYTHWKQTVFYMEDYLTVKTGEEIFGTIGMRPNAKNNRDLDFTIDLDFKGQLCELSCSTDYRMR
# proKLK7 act: activators of human kallikrein-7 zymogen. P49862. purified proKLK7, EDANS-DABCYL substrate fluorescence; 100% is mature enzyme control, 0% vehicle. activation, % at 7 µM. 370,000 compounds, 0.9% hits;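 active = activation above the mean of all tested compounds plus 3 SD, computed per campaign excluding outliers beyond control limits, cut at about 13% in these data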
# Numbers without * were called inactive.
compound | TDP2 absorb | TCR CD3 inh | DDE Tn6 FP inh | DDE Tn7 FP inh | SIAE primary | MBD2 inh | LEDGF integ inh | UHRF1 MBD2 ctr | PRMT1 inh | proKLK7 act
O=C(O)C1CC=CCC1C(=O)NCc1ccc2c(c1)OCO2 (stereo unspecified) | -8 | 2 | 2 | 4 | 10 | -4 | -2 | -5 | -3 | -0.1
Cc1ccc(Cl)cc1N1C(=O)CC(Sc2ncccn2)C1=O (stereo unspecified) | -15 | -8 | 1 | 7 | 9 | -5 | 5 | 1 | 32* | 0.0
O=C(NCCc1c[nH]c2ccccc12)c1cccc(Br)c1 | -5 | 0 | 2 | -8 | 1 | 1 | 3 | 1 | 1 | 0.3
COc1ccc(CNC(=O)C2CC(c3ccc(C(F)(F)F)cc3)=NO2)cc1 (stereo unspecified) | 14 | 5 | 2 | 1 | -2 | -2 | -2 | 2 | -1 | 0.2
O=C(c1ccc(F)cc1Cl)N(Cc1ccco1)C1CCS(=O)(=O)C1 (stereo unspecified) | 13 | 2 | 1 | 1 | 0 | 5 | 0 | 0 | 1 | 0.3
CN(CC(=O)Nc1ccccc1Cl)C(=O)COC(=O)C1=COCCO1 | -5 | 3 | -6 | 0 | -3 | -2 | 3 | -2 | -2 | 0.1
CN(Cc1cnn(C)c1)C(=O)C1CCC(=O)N(Cc2cccc(F)c2)C1 (stereo unspecified) | -6 | 3 | 4 | 9 | -4 | 10 | -3 | 7 | 6 | -0.8
Cc1ccc(C(=O)N(CC(=O)NC2CCCC2)c2ccccc2C)s1 | -4 | 2 | -3 | 5 | 2 | -5 | 7 | 1 | -7 | 0.8
COc1ccc(/C(O)=C2\C(=O)C(=O)N(c3cc(C)on3)C2c2ccccc2OC)cc1 (stereo unspecified) | -15 | -4 | 1 | -6 | -3 | -2 | -2 | -3 | -1 | 0.1
CCc1ccc(CN2CCCC(CNS(=O)(=O)c3ccc(OC)cc3)C2)cc1 (stereo unspecified) | 15 | 4 | -4 | -3 | -4 | -3 | 3 | -2 | 2 | 0.1
Cc1oc(-c2ccc(Cl)cc2)nc1CS(=O)CC(=O)NCCCN1CCOCC1 (stereo unspecified) | 2 | -2 | -6 | -4 | 9 | 1 | 18* | 2 | 3 | 0.5
O=C(Nc1ccc2ccccc2c1)N1CCN(c2ncccc2C(F)(F)F)CC1 | -11 | -1 | 1 | 4 | 4 | -2 | -3 | -2 | 10 | -18
C#CCN(C[C@H]1[C@H](OC(=O)NCC2CCCCC2)[C@H](OC(=O)NCC2CCCCC2)C[C@@H](C(=O)OC)[C@H]1C(=O)OC)S(=O)(=O)c1ccc(C)cc1 | 0 | -3 | -2 | -1 | 7 | -3 | 1 | 8 | 1 | 1.6
CCN(CC)CCNC(=O)c1cc(-c2ccco2)nc2ccccc12 | 2 | 1 | 6 | 0 | 3 | 0 | 4 | -5 | 7 | 60*
Cc1cc(OCC(=O)Nc2ccc(CN3CCOCC3)cc2)c2c(C)c(C)c(=O)oc2c1 | 7 | 7 | 6 | 1 | -5 | 2 | -2 | -4 | 1 | -2.5
COc1ccccc1CNS(=O)(=O)c1ccc(NC(C)=O)cc1 | 14 | 2 | 1 | -3 | 5 | -2 | -5 | 3 | 1 | -0.1
CCCc1nc2ccc(Cl)cn2c1Cc1ccccc1OC | -19 | 2 | -1 | 3 | -10 | 5 | 4 | 18 | 0 | 0.1
NS(=O)(=O)c1ccc(CCNC(=O)C2CCN(C(=O)Nc3ccccc3)CC2)cc1 | 0 | 5 | 3 | 7 | 0 | -1 | -4 | -1 | 1 | -0.1
O=C(CC(=O)Nc1ccccc1C(F)(F)F)Nc1ccccc1C(F)(F)F | -4 | -5 | -1 | -11 | -3 | -3 | 1 | 3 | 0 | -0.4
CC(C)C(c1nnnn1CCc1ccccc1)N1CCOCC1 (stereo unspecified) | -8 | -10 | -3 | -5 | -3 | 6 | 0 | 6 | 7 | 0.3
Cc1ccc(S(=O)(=O)N(CC(=O)N2CCc3ccccc3C2)c2ccc(Cl)c(Cl)c2)cc1 | 2 | 2 | 8 | 5 | -2 | -3 | -1 | 1 | 0 | -0.5
CCC(CC)COC(=O)C1=C(C)NC(=O)NC1c1ccc(N(C)C)cc1 (stereo unspecified) | -2 | 1 | -6 | 3 | 6 | 10 | -1 | 2 | 6 | -0.8
O=C(NC1CCCCC1)NC1CCN(S(=O)(=O)c2ccc3c(c2)OCCO3)CC1 | 8 | 4 | -7 | 3 | 1 | 0 | 1 | 5 | 6 | -0.1
Cc1cnn(-c2nc(-c3ccccc3)cc(-c3ccccc3)n2)c1 | 0 | 2 | -3 | 8 | -17 | 4 | 1 | 0 | -1 | -0.4
COc1ccc2ccccc2c1CNC(C)c1ccccc1 (stereo unspecified) | 20 | 1 | 9 | -2 | -6 | -4 | 0 | -5 | -3 | -0.4

# Profiles, quoted from the list:
# O=C(c1ccc(F)cc1Cl)N(Cc1ccco1)C1CCS(=O)(=O)C1 (stereo unspecified) is listed with TDP2 absorb = 13; TCR CD3 inh = 2; DDE Tn6 FP inh = 1; DDE Tn7 FP inh = 1; SIAE primary = 0; MBD2 inh = 5; LEDGF integ inh = 0; UHRF1 MBD2 ctr = 0; PRMT1 inh = 1; proKLK7 act = 0.3
# CCN(CC)CCNC(=O)c1cc(-c2ccco2)nc2ccccc12 is listed with TDP2 absorb = 2; TCR CD3 inh = 1; DDE Tn6 FP inh = 6; DDE Tn7 FP inh = 0; SIAE primary = 3; MBD2 inh = 0; LEDGF integ inh = 4; UHRF1 MBD2 ctr = -5; PRMT1 inh = 7; proKLK7 act = 60*
# Cc1oc(-c2ccc(Cl)cc2)nc1CS(=O)CC(=O)NCCCN1CCOCC1 (stereo unspecified) is listed with TDP2 absorb = 2; TCR CD3 inh = -2; DDE Tn6 FP inh = -6; DDE Tn7 FP inh = -4; SIAE primary = 9; MBD2 inh = 1; LEDGF integ inh = 18*; UHRF1 MBD2 ctr = 2; PRMT1 inh = 3; proKLK7 act = 0.5

# Other records.
# Fields – TDP2 absorb, TCR CD3 inh, DDE Tn6 FP inh, DDE Tn7 FP inh, SIAE primary, MBD2 inh, LEDGF integ inh, UHRF1 MBD2 ctr, PRMT1 inh, proKLK7 act
> Cc1ccc(/C=N/NC(=O)c2cccc(S(=O)(=O)Nc3cccc(Cl)c3)c2)o1
→ 5, 5, -9, 4, -31, 2, -2, 7, -2, -0.4
> CCCNC(=O)Cn1c(=O)/c(=C\c2ccc(-c3cccc([N+](=O)[O-])c3)o2)s/c1=C\C(=O)C(C)(C)C
→ 5, 6, 1, -8, 7, 1, -5, 1, 0, -0.4
> CC(NC(=O)c1ccccc1)C(c1cccs1)N1CCOCC1 (stereo unspecified)
→ -2, -4, -8, 7, -3, 9, 0, 5, 7, -0.4
> O=C(NCCCN1CCCCC1)C1(S(=O)(=O)c2ccc(Cl)cc2)CC1
→ 14, 2, -2, 9, 0, -1, 0, 0, -6, -0.5
> COc1ccccc1CCNC(=O)c1cnccn1
→ 6, 1, -3, -2, 9, 8, -2, -2, 1, -0.1
> O=C(c1ccc2nc(N3CCOCC3)sc2c1)N1CCN(C(=O)c2ccco2)CC1
→ 4, -9, -4, 0, 4, 6, -3, 2, 0, -0.1
> CC(C)CNC(=O)Nc1ccccc1F
→ 6, -2, -2, 2, 1, -3, -1, 3, -2, 0.2
> Cc1cc(C)n(CC2CC(=O)N(c3ccccc3)C2=O)n1 (stereo unspecified)
→ -8, 5, 0, -1, -1, 3, 4, 3, -4, -0.8
> C[C@@H]1CCC(=O)N(C[C@@H](C)CSc2ccc(Br)cc2)CC1
→ 2, 3, -8, -5, 1, -7, 1, 0, -1, 0.1
> CCC(CC)c1nc2cc(OC)c(OC)cc2c(=O)o1
→ -13, 1, 0, -9, -2, 2, -2, 4, -2, 0.0
> COC(=O)CNC(=O)c1cc(-c2ccncc2)nc2ccccc12
→ 2, 1, -2, -1, 4, -2, 3, -4, -1, 0.6
> O=C1CC(c2ccc3c(c2)OCO3)Sc2nc3ccccc3n21 (stereo unspecified)
→ -3, -7, -4, -4, -1, -2, -2, 0, 4, 0.1
> CC1CCN(S(=O)(=O)c2ccc3c(c2)CC(C)N3C(=O)C2CCC2)CC1 (stereo unspecified)
→ 6, 3, 1, -5, 0, 1, 1, -3, 1, -0.1
> COc1ccccc1/C=N/NC(=O)CO
→ 6, 2, 0, 5, 0, -4, 3, 0, -3, -0.3
> COc1ccc(CCN2C(=O)CC(N3CCN(S(=O)(=O)c4ccccc4)CC3)C2=O)cc1 (stereo unspecified)
→ 7, -1, 2, 2, -6, 6, 1, -2, 1, 0.8
> COc1ccc(CNC(=O)c2ccccc2SCC(=O)N2CCCC2)cc1OC
→ 10, 5, 0, -1, -1, -4, 2, 1, -1, -0.4
> COc1ccc(CCNC(=O)c2c(O)c3ccccc3[nH]c2=O)cc1
→ -3, 0, -7, -8, 0, 4, -2, 1, 4, 0.1
> N#C/C(=C\c1cccs1)C(=O)NCC1CCCO1 (stereo unspecified)
→ -3, 0, -2, -2, 1, -4, -2, 3, -2, 0.3
> Cc1ccc(-c2csc(C(C)(O)c3ccc(F)c(F)c3)n2)cc1C (stereo unspecified)
→ 2, -1, 0, -3, -9, 0, -3, -1, 3, 0.9
> CCC(C(=O)N1CCc2ccccc2C1)n1nc(C)n2c(cc3occc32)c1=O (stereo unspecified)
→ -4, 5, 7, 3, -1, -3, 1, -2, -1, -0.5
> CCCCOc1ccc(Cn2c(=O)oc3ccccc32)cc1
→ 1, -1, 2, 10, -2, 1, 1, 0, 3, 0.0
> COc1cc(SC)ccc1C(=O)NCCc1ccccc1
→ -4, 6, 3, 5, -3, -6, -4, -3, -4, 1.0
> CN(C)C1=NCC(CSC(=N)N)S1 (stereo unspecified)
→ 8, -3, 1, 8, 1, 1, -4, -2, 25*, 0.3

# proKLK7 act: what is marked active above.
# Fields – TDP2 absorb, TCR CD3 inh, DDE Tn6 FP inh, DDE Tn7 FP inh, SIAE primary, MBD2 inh, LEDGF integ inh, UHRF1 MBD2 ctr, PRMT1 inh, proKLK7 act
> CCN(CC)CCNC(=O)c1cc(-c2ccco2)nc2ccccc12
→ 2, 1, 6, 0, 3, 0, 4, -5, 7, 60*

# Individual results from above:
# `COc1ccc(CCN2C(=O)CC(N3CCN(S(=O)(=O)c4ccccc4)CC3)C2=O)cc1` (stereo unspecified) – proKLK7 act: 0.8
# `Cc1cc(C)n(CC2CC(=O)N(c3ccccc3)C2=O)n1` (stereo unspecified) – DDE Tn6 FP inh: 0
# `COc1cc(SC)ccc1C(=O)NCCc1ccccc1` – SIAE primary: -3

# Bioassay records (PubChem BioAssay)
